# All columns: NCI-60 one-dose screen, growth in % after 48 h at 10 µM unless noted; 100 = growth as untreated, 0 = no growth, -100 = all killed.
# COLO 205: COLO 205 colon cancer | hit rate 7.3% among 79,000 | AID 1794742
# HCT-15: HCT-15 colon cancer; hit rate 5.2% among 82,000
# NCI-H322M: NCI-H322M lung cancer; hit rate 2.7% among 80,000
# NCI-H226: NCI-H226 lung cancer | hit rate 3.5% among 79,000 | AID 1794732
# HT29: HT29 colon cancer; hit rate 7.4% among 81,000
# NCI-H460: NCI-H460 lung cancer; hit rate 6.8% among 82,000; AID 1794736
# KM12: KM12 colon cancer cells | hit rate 5% among 82,000 | AID 1794800
# HCT-116: HCT-116 colon cancer; AID 1794798; hit rate 7.3% among 82,000
# SW-620: SW-620 colon cancer; AID 1794795; hit rate 5.2% among 82,000
# * marks the source's active call; other numbers are inactive results; nt = not tested or not shown; & = joins results of further samples; ! = repeats disagree. Rule for the calls: active = growth percent below 10; inactive = the rest.
SMILES,COLO 205,HCT-15,NCI-H322M,NCI-H226,HT29,NCI-H460,KM12,HCT-116,SW-620
C=C(CN1CC=CCC1)[C@@H]1CC[C@]2(COC(C)=O)CC[C@]3(C)[C@H](CC[C@@H]4[C@@]5(C)CC[C@H](OC(C)=O)C(C)(C)[C@@H]5CC[C@]43C)[C@@H]12,110,104,114,93,95,106,108,99,100
CC(C)c1cc(C(C)(C)C)c(O)c(C(C)(C)C)c1,107,106,95,103,105,107,103,104,104
COc1ccc(NCC(=O)N2CCN(c3ncnc4c3cnn4-c3ccccc3)CC2)cc1,104,61,96,76,94,77,77,53,85
Cc1ccccc1N1CCN(C(C)(C)C#N)CC1,103,116,116,99,108,118,110,98,106
Clc1cc(Cl)cc(N2N=C(c3cccc(Nc4ccncc4)c3)CC2c2ccc(Br)cc2)c1 (stereo not drawn),-40*,-67*,73,86,-12*,-82*,-34*,108,-72*
CNc1nc2c(N)ncnc2n1C1OC(CO)C(O)C1O (stereo not drawn),109,106,nt,nt,99,103,109,112,97
Fc1cnccc1-c1nc2ccc3[nH]ncc3c2c2c1CCCC2,18,12,29,30,25,26,18,7.2*,15
O=S(=O)(O)c1ccncc1,101,101,125,100,98,109,98,101,106
CC(C)CCNC(=O)Cn1ccc(N2CCOCC2)cc1=O,115,101,119,104,99,100,107,96,98
Cc1cccc2cc(-c3cc(-c4ccccc4)nc(=O)[nH]3)c(Cl)nc12,119,64,90,76,107,81,73,63,88
CCOC(=O)C[C@@H](CC(=O)N[C@@H](CC(=O)N1CCn2c(nnc2C(F)(F)F)C1)Cc1cc(F)c(F)cc1F)CC(C)C,103,100,91,94,82,99,95,79,104
CCCCN(CCCC)CC(N)=O,106,101,115,95,100,104,104,102,106
CN(C)CC1(C)Cc2ccsc2C1O (stereo not drawn),105&106,105&108,119,105,99&104,108&112,106&116,104&115,112&105
CCCC1(CCC)NC(=O)NC1=O,104,104,106,94,98,107,105,102,108
CC(C)(CC(=O)O)CC(=O)O,119,105,97,97,101,102,100,103,103
CC1=C(O)C(=O)CC1,116,108,103,100,101,109,104,105,108
COc1ccc(C(=O)CN2C(=O)NC(c3ccccc3)(c3ccccc3)C2=O)cc1,115,99,110,93,100,102,109,106,97
COc1cc(C2N(c3ccccc3)NC(=O)[C@@H]3CCCN23)cc(OC)c1OC (stereo partly drawn),105,110,89,102,96,109,100,92,103
CCCCCc1ccc(S(=O)(=O)Nc2cc(-c3csc(NC(=O)CN4CCN(CCO)CC4)n3)ccc2OC)cc1,-21*,-9.2*,52,83,4.5*,-14*,61,-13*,1.6*
Nc1c(Cl)[nH]cnc1=S,102,98,97,99,106,103,101,96,98
Cc1ccc(C(=O)NN2C(=O)CSC2c2cccc([N+](=O)[O-])c2)cn1 (stereo not drawn),105,109,104,96,104,108,106,100,98
CCCCCCCC/C=C\CCCCCCCC(=O)OCCCCCCCCCCC,104,96,112,95,104,109,106,110,109
CSCC[C@@H]1C(=O)N(C)[C@H](C(C)(C)C)N1C(=O)c1ccccc1,113,113,98,102,116,112,101,101,102
CCc1ccc(C(=O)/C=C/c2ccc(N(C)C)cc2)cc1,112,104,99,118,107,105,109,108,106
CC(C)c1ccc(\C=N/N=C(N)/C(N)=N\N=C/c2ccc(C(C)C)cc2)cc1,121,93,94,83,92,97,87,95,103
C=CC(C)(C)[C@@]12Nc3c(ccc4c3C=CC(C)(C)O4)[C@]1(O)C[C@H]1C(=O)N3CCC[C@@]3(O)C(=O)N12,105,101,98,91,100,112,99,94,111
COc1ccccc1C#Cc1cccc(C#CCCCCN2CCCCC2=O)c1,73,63,94,96,101,95,97,61,95
Cc1cn2[nH]c(NN)nc2n1,110,100,102,90,112,103,104,106,101
O=NN(CCCl)C(=O)NCCCl,137&103&107,105&46&97,89&119&106,88&95&101,97&99&107,99&112&109,101&108&104,99&97&101,92&90&94
N#CC1C(=O)NC(c2ccccc2[N+](=O)[O-])c2sc3c(F)cccc3c21 (stereo not drawn),70,88,67,-15*,85,2.0*,91,11,22
O=C(Nc1ccc(Cl)cc1)N1NC(c2ccc(Cl)cc2)C=C1c1ccccc1 (stereo not drawn),99,103,91,109,103,105,96,104,110
OC(CCCC(O)c1ccccc1)c1ccccc1 (stereo not drawn),97,98,104,99,104,111,112,96,104
O=C(CN1CCOCC1)Nc1ccc2ncnc(Nc3ccc(OCc4cccc(F)c4)c(Cl)c3)c2c1,67,60,21,85,61,68,83,65,109
Cc1ccc(F)cc1/C=C1\Cc2c(Br)cccc2C1=O,84,90,87,84,85,97,93,52,86
O=C(O)c1cn(C2CC2)c2cc(N3CCN(CCN4C(=O)c5ccccc5C4=O)CC3)c(F)cc2c1=O,109,101,100,101,107,116,99,111,106
NC(=S)N=Nc1ccc(O)c2c(O)ccc(O)c12,nt,95,97,98,87,97,101,72,79
COc1ccc(C2C(C#N)=C(N)N(c3ccc(F)cc3F)C3=C2C(=O)CC(C)(C)C3)cc1OC (stereo not drawn),102,102,108,97,101,104,107,104,99
CC1=CC(=O)C=CC1=Nc1ccc(N(C)C)cc1,-30*!,32&97,88&99,70&96,45&105,70&103,25&83,2.6*!,105
CC1=C(c2cc(-c3ccc(N(C)C)cc3)on2)C(c2ccccc2)NC(=S)N1 (stereo not drawn),126,105,103,104,114,104,107,98,93
CCN(CC)CCCC(C)Nc1ccnc2cc(Cl)c(SCc3ccccc3)cc12 (stereo not drawn),-89*,-69*,-29*,24,-56*,-55*,-32*,-68*,-85*
CCc1cccc(Nc2ccccc2C(=O)O)c1,107,96,112,86,103,103,107,95,98
CC(C)Cc1nnc(N)s1,103,106,114,113,102,106,112,117,103
Nc1ccccc1SC(CC(=O)c1ccccc1)c1cccc([N+](=O)[O-])c1 (stereo not drawn),109&102,49&66,96&113,nt,30&11,100&105,74,-59*,1.5*!
Nc1cc(-c2cccc(C(=O)NCc3ccc4c(c3)OCO4)c2)ccn1,131,96,111,87,111,111,106,95,110
COc1ccc(-c2cc(-c3cccnc3)[nH]c(=O)c2C(N)=O)cc1OC,113,105,101,nt,101,107,107,100,105
N#Cc1c(NN)nc(=S)[nH]c1-c1ccco1,99,111,102,102,100,115,100,99,94
COc1ccc(/C=N/n2c(CN3CCCC3)nc3ccccc3c2=O)cc1,104,93,87,90,103,107,101,94,95
O=C(O)Cc1ccc(SSc2ccc(CC(=O)O)cc2)cc1,103,94,95,95,101,100,105,86,101

# Among those listed so far, these contain a cyano group:
SMILES,COLO 205,HCT-15,NCI-H322M,NCI-H226,HT29,NCI-H460,KM12,HCT-116,SW-620
Cc1ccccc1N1CCN(C(C)(C)C#N)CC1,103,116,116,99,108,118,110,98,106
N#CC1C(=O)NC(c2ccccc2[N+](=O)[O-])c2sc3c(F)cccc3c21 (stereo not drawn),70,88,67,-15*,85,2.0*,91,11,22
COc1ccc(C2C(C#N)=C(N)N(c3ccc(F)cc3F)C3=C2C(=O)CC(C)(C)C3)cc1OC (stereo not drawn),102,102,108,97,101,104,107,104,99
N#Cc1c(NN)nc(=S)[nH]c1-c1ccco1,99,111,102,102,100,115,100,99,94

# New compounds follow:
SMILES,COLO 205,HCT-15,NCI-H322M,NCI-H226,HT29,NCI-H460,KM12,HCT-116,SW-620
O=C(O)CC(Br)c1cccc([N+](=O)[O-])c1 (stereo not drawn),109,95,115,100,107,111,107,98,101
Cc1cc(Nc2ccc(Cl)cc2)n2nc(C(F)(F)F)nc2n1,96,100,103,94,96,100,nt,98,96
Cc1cccc(Oc2ccc(Nc3ncnc4ccc(NC(=O)CNCCO)cc34)cc2Cl)c1,56,63,19,97,38,39,77,37,78
COc1cc(/C=C2\CN(C)C/C(=C\c3cc(CN4CCCC4)c(O)c(OC)c3)C2=O)cc(CN2CCCC2)c1O,49,88,85,nt,26,34,48,40,55
Cc1csc(NC(c2ccc(Br)cc2)c2cn(C)c3ccccc23)n1 (stereo not drawn),96,81,94,89,66,88,89,54,84
CC(=O)Nc1cccc2c1C(=O)OC2=O,124,97,98,97,114,111,104,100,106
CCN(CC)C(=O)c1ccc2c(c1)nc(-c1cc3ccccc3[nH]c1=O)n2-c1cc(C(C)(C)C)[nH]n1,116,101,105,113,108,107,105,105,103
C[C@]12CCC(=O)C=C1CC[C@@H]1[C@@H]2[C@H](O)C[C@@]2(C)[C@H]1CC[C@]2(O)C(=O)CO,114&111,100&107,110&100,96&95,104&97,104&102,109&100,103&104,104&97
CCN(Cc1cccc(S(=O)(=O)[O-])c1)c1ccc(C(=C2C=CC(=[N+](CC)Cc3cccc(S(=O)(=O)O)c3)C=C2)c2ccccc2S(=O)(=O)O)cc1,107,103,98,94,103,107,94,95,103
CN1c2c(C(=O)N3CCOCC3)cnn2CC1c1ccccc1 (stereo not drawn),98,99,106,96,97,102,100,94,104
COc1cc(C2CC(c3ccc(Cl)cc3)=Nc3c(C)nn(-c4ccccc4)c3N2)ccc1Oc1ccnc2cc(Cl)ccc12 (stereo not drawn),92,76,89,66,63,94,97,64,91
O=[N+]([O-])c1cc(F)ccc1Nc1cc(F)cc(F)c1,111,115,98,99,104,108,115,95,102

# Compound profiles, as listed above:
# Listed for `Cc1cc(Nc2ccc(Cl)cc2)n2nc(C(F)(F)F)nc2n1` : COLO 205: 96; HCT-15: 100; NCI-H322M: 103; NCI-H226: 94; HT29: 96; NCI-H460: 100; KM12: nt; HCT-116: 98; SW-620: 96
# Listed for `COc1cc(/C=C2\CN(C)C/C(=C\c3cc(CN4CCCC4)c(O)c(OC)c3)C2=O)cc(CN2CCCC2)c1O` : COLO 205: 49; HCT-15: 88; NCI-H322M: 85; NCI-H226: nt; HT29: 26; NCI-H460: 34; KM12: 48; HCT-116: 40; SW-620: 55

# Later entries:
SMILES,COLO 205,HCT-15,NCI-H322M,NCI-H226,HT29,NCI-H460,KM12,HCT-116,SW-620
CC(C)(C)n1cc(-c2ccnc(NCCCNS(=O)(=O)c3ccccc3)n2)c(-c2ccc(Cl)c(O)c2)n1,123,82,93,96,93,78,92,80,110
COc1ccccc1C(O)(c1ccccc1)c1ccccc1OC,101,106,97,105,96,108,107,90,106
CC(=O)c1c(C)nc2ccccc2c1/C=C/c1ccc(C(F)(F)F)cc1,80,70,89,61,61,78,79,54,88
N#Cc1c(N)nc(Nc2nc3ccccc3[nH]2)nc1-c1ccc(Cl)cc1,95,109,117,81,95,nt,109,109,117
N#Cc1ncc(-c2cc(F)c(F)cc2F)c(NC2CCCCCC2)n1,102,77,75,96,93,53,38,77,89
O=C1/C(=C/c2ccc(Br)cc2)Oc2ccc(O)c(O)c21,118,23,85,84,101,48,85,37,52
Cn1ccc2c(cnc3ccccc32)c1=O,106,99,108,95,101,102,102,101,106
C=C1C(=O)O[C@H]2[C@H]1CC/C(COC(=O)/C=C/C(=O)O)=C\CC[C@@]1(C)O[C@@H]21,nt,98,93,nt,109,101,112,104,98
COc1ccc(Cc2nnc3sc(-c4ccc(OC)c(OC)c4)nn23)cc1,111,102,86,96,111,104,103,100,99
COc1cc(-c2nn(-c3cccc(NC(=O)NCCNS(=O)(=O)c4ccc(Cl)cc4)c3)cc2-c2ccncc2)ccc1Cl,-64*,26,nt,27,-24*,1.9*,7.6*,0.9*,19
COc1c(Br)c(=O)n(C)c(=O)n1C,105,103,93,103,104,109,102,100,104
O=C(/C(Cl)=N/O)c1ccc(Cl)cc1,108,102,102,97,92,106,98,96,98
O=C(OC1CCCC1)c1ccccc1,110,105,117,106,90,105,129,100,101
COc1cc(/C=C2\CCOC2=O)cc(OC)c1OC,131,104,102,86,111,106,112,97,103
Cc1cccc(C(=O)OCc2ccccc2)c1,nt,93,101,86,97,100,106,95,101
N#Cc1c(N2CCOCC2)nc2sc3cc(Cl)c(Cl)cc3n2c1=N,113,101,126,93,98,100,102,101,110
CN(C)c1ccc(-c2ccncc2)cc1,109,95,107,98,99,105,103,101,100
CC(Cc1ccccc1)(c1ccccc1)[N+](C)(C)C (stereo not drawn),104,104,95,101,91,113,99,96,113
CCOC(=O)c1ccc(N2C(=O)/C(=C/N3N=C(c4ccccc4)CC3c3ccccc3O)SC2=S)cc1 (stereo not drawn),96,88,80,103,89,12,71,95,85
O=C(Nc1cccc(C(=O)N2CCc3ccc(Cl)cc32)c1)c1ccco1,27,24,65,60,16,16,34,19,30
O=C(/C=C/c1ccco1)c1ccc(Nc2nc(N3CCCCC3)nc(N3CCCCC3)n2)cc1,112,101,100,72,103,99,96,88,108
COc1cc(/C=C/C(=O)Nc2ccc(-c3nc4ccc(F)cc4s3)cc2)cc(OC)c1OC,114,113,107,107,103,113,108,96,111
CCOC(=O)c1ccc2c(c1)nc(/C=C/c1cc(OC)c(OC)c(OC)c1)n2-c1cc(C(C)(C)C)[nH]n1,106,96,103,83,80,95,93,79,89
CC(=O)OC1(C)C(=O)C=C(C)C=C1C (stereo not drawn),107,113,99,108,108,99,113,93,99
CC/C(=C(/c1ccc(Cl)cc1)c1ccc(OCCN2CCOCC2)cc1)c1ccc(Cl)cc1,85,86,99,80,62,94,98,82,84
CC[C@H](CO)Nc1nc(NCc2ccccc2)c2ncn(C(C)C)c2n1,47,53,61,76,54,48,48,30,69
NN1C(=O)c2cccc3c(-c4ccc(-c5nc6c7ccccc7c7ccccc7c6[nH]5)cc4)ccc(c23)C1=O,114,98,101,98,101,106,95,96,99
O=c1[nH]cc(Br)c(=S)[nH]1,122,108,94,101,100,105,113,98,102
O=C1Nc2ccccc2/C1=N/c1n[nH]c(=S)s1,117,94,103,106,103,99,83,100,100
C#CC(O)CC (stereo not drawn),119,101,117,102,89,101,103,107,94
CCCCCCCCCCCCCCCCCC1=NCCN1CCNC(C)=O,93,75,91,100,57,51,73,69,107
